Source: PubChem BioAssay
NR2E3 ag-1: agonists of human NR2E3 nuclear receptor; CHO-S Gal4-NCOR/VP16-NR2E3 two-hybrid, luciferase; inhibition of corepressor binding, % at 3.98 µM; 0.35% of 360,000 active; AID 602229;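 active means inhibition above the mean of all tested compounds plus 3 SD, cut at about 70% in these data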;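 further: 0% = DMSO with NR2E3 transfected cells and 100% = cells lacking NR2E3 construct; higher means lower luciferase signal from less NR2E3 corepressor binding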
Target sequence (Q9Y5X4 whole entry, looked up, the tested form may be a part): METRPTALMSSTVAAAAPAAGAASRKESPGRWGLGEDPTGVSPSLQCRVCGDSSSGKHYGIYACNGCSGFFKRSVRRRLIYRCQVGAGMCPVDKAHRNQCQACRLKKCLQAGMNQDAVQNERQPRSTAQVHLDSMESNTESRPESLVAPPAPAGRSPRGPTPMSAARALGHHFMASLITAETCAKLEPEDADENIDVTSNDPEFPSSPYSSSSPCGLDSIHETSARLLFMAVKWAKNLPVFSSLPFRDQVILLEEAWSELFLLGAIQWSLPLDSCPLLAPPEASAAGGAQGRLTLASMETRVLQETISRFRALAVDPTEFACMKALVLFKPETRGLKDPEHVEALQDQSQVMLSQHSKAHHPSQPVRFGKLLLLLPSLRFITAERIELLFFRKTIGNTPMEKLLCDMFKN
HIF-2a block: inhibitors of HIF-2a. 786-0 RCC cells HIF-2a reporter, luciferase luminescence, overnight. AID 624352. inhibition, % at 18.8 µM. 0.72% of 360,000 active;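 active means inhibition of the luminescence signal of 40% or more relative to plate controls, in a single-dose primary screen at 18.75 µM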
TWEAK-Fn14 inh: inhibitors of TWEAK-Fn14 interaction signaling; inhibition, % at 10 µM; 2% of 360,000 active; TWEAK-stimulated Fn14 reporter cells, luciferase luminescence, 8 h; in the data active means inhibition above about 50%
MITF TRPM1 inh: reduces MITF-dependent TRPM1 promoter luciferase signal. SK-MEL-5 TRPM1 promoter luciferase, 24 h. inhibition, % at 12.5 µM. 0.83% of 330,000 active;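 active means mean inhibition across replicates of 60% or more, whatever share of single replicates reaches that level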; further: values of inactives mirror those of a sister screen read the other way
Shn3 inh set2: inhibitors of Schnurri-3 3'UTR reporter in osteoblasts; Clone20 osteoblast Shn3 3'UTR firefly luciferase, 24 h; 0.52% of 360,000 active; AID 588674; inhibition, % at 12.5 µM;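 active means mean inhibition of at least 75% with every replicate also reaching 75%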;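 further: 0% = median of neutral control wells and 100% = pilot-screen positive control compound; some compounds past the cut are filed as inactive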
NR2E3 ag-2: agonists of human nuclear receptor NR2E3. GST-NR2E3/biotin-RetCOR TR-FRET, 1536-well. inhibition of corepressor binding, % at 4.78 µM. 0.12% of 320,000 active. AID 2300;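 active means percent inhibition above the cutoff of mean plus 3 SD of all tested compounds, set per screening campaign, cut at about 20% in these data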;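 further: 0% = DMSO wells and 100% = biotin wells as full block of FRET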
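Format: 1536-well format; test system: GST-NR2E3 and biotin-RetCOR proteins; read-out basis: percent inhibition of TR-FRET ratio; timing: 5 h incubation at 4 °C; detection: time-resolved FRET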
aDG glyco act: alpha-DG glycosylation activation | activation, % at 10 µM | AID 624168 | Pro5-aDG cells, alpha-DG glycosylation AlphaScreen (IIH6); 0% Pro5, 100% B10-LARGE cell signal | 0.22% of 360,000 active;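 active means activation of at least 8% versus controls, or a plate z-score of at least 8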;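 further: Pro5 are CHO cells carrying HIG-tagged alpha-DG that lacks glycosylation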
Peg3 promoter: inhibitors of Peg3 promoter; 1.7% of 360,000 active; HeLa PEG-Prom luciferase reporter, luminescence, overnight; inhibition, % at 20 µM;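 active means inhibition of at least 50% at 20 µM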
hiPSC survival: hiPSC single-cell survival enhancement | 0.044% of 360,000 active | ATPlite luminescence; 100% = ROCK inhibitor wells, 0% = DMSO | survival enhancement, % at 20 µM | AID 602274; in the data active means survival enhancement above about 18%;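 further: cells exposed to compounds for 16 hours before the ATP read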
KKLEB tox: CF airway cell cytotoxicity counter-screen. KKLEB CF airway cells viability, ATPlite luminescence, overnight; active compounds read low; cells stimulated with P. aeruginosa culture filtrate. activity change (cytotoxicity), % at 5 µM. 0.36% of 360,000 active;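 active means corrected activity change at or below -50% at 5 µM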
CF NFkB block: blocks PAF-induced NF-kB reporter in cystic fibrosis cells; KKLEB NF-kB-GFP reporter, GFP fluorescence overnight; inhibition, % at 5 µM; 0.86% of 360,000 active; AID 588850;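 active means at least 50% inhibition at 5 µM, scaled per plate between neutral and stimulator controls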;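 further: PAF is a Pseudomonas aeruginosa culture filtrate used as stimulus; plate controls were PAF-stimulated DMSO wells for no effect and unstimulated DMSO wells for full effect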
An asterisk follows results filed as active; x = not tested or not shown. Outcome played no part in choosing rows (roughly 4.4% active in at least one column).

SMILES	NR2E3 ag-1	HIF-2a block	TWEAK-Fn14 inh	MITF TRPM1 inh	Shn3 inh set2	NR2E3 ag-2	aDG glyco act	Peg3 promoter	hiPSC survival	KKLEB tox	CF NFkB block
COc1cc(CO)c(Br)cc1OCC(=O)Nc1ccccc1C	-2.8	-52.4	-21.3	10.2	-32.6	2.7	0.3	-27.4	1.0	2.4	-6.7
N#CCCN(C(=O)COC(=O)c1ccc(S(=O)(=O)Nc2ccccc2)cc1)c1ccccc1	-0.9	30.6	14.7	-2.6	10.1	1.7	-0.1	0.8	3.1	6.2	-5.2
O=C1Nc2c(Br)cc(Br)cc2C1(O)N1CCOCC1 (stereo not drawn)	2.5	21.5	5.0	12.0	1.6	-0.6	0.9	21.2	0.9	-6.6	32.9
Cc1ccc(S(=O)(=O)N2CCN(C(=O)COC(=O)CNC(=O)c3ccc(C(C)(C)C)cc3)CC2)c(C)c1	1.3	-31.7	-3.5	14.4	-10.5	x	-0.2	-29.6	0.0	20.2	-12.9
CC1Cc2nc(SCC(=O)NCC3CCCO3)n(Cc3ccccc3)c(=O)c2S1 (stereo not drawn)	-4.7	-60.1	1.2	-2.5	-1.2	-1.8	0.0	-21.2	-1.3	4.5	-9.2
Cc1ccc(-c2c[n+](CC(=O)Nc3ccc(C)cc3C)c3n2CCC3)cc1	4.1	23.0	-8.5	11.8	-1.8	4.0	0.0	11.3	-0.7	6.2	-15.3
CCOc1ccccc1NC1c2ccccc2C(=O)N1c1ccc(C)cn1 (stereo not drawn)	-105.1	-126.5	-9.5	-1.1	1.5	-0.9	-0.3	-2.3	-0.9	3.7	-7.7
Cn1ncc(Cl)c1C(=O)NCc1ccc2c(c1)OCO2	47.5	-7.5	9.6	9.3	56.5	0.9	1.1	4.1	0.2	5.1	-6.8
CCOc1ccccc1N1CCN(CC(=O)N(CC(C)C)c2c(N)n(CC(C)C)c(=O)[nH]c2=O)CC1	-11.8	5.7	-21.7	-2.1	-3.5	-0.5	-0.3	-1.0	-0.1	9.7	1.2
CCN(CC)CCNC(=O)c1cn(CC)c2ccc(S(=O)(=O)N3CCOCC3)cc2c1=O	2.2	18.3	-13.1	-1.5	-4.0	4.1	0.0	4.2	-0.4	6.0	12.6
O=C(Nc1ccc(F)cc1)C1CCN(S(=O)(=O)c2cccc3nonc23)CC1	-6.5	3.3	35.2	-1.9	32.0	2.8	0.0	5.7	0.2	-17.2	10.5
Cc1ccc(NC(=O)C(=O)NC(C)C2COc3ccccc3O2)cc1 (stereo not drawn)	-31.8	-35.6	-21.6	-13.9	-4.1	4.0	0.0	-32.5	0.1	4.8	8.1
CCOc1ccc(Nc2nc(-c3cccnc3)cs2)cc1	-107.0	-264.4	-6.5	-52.2	-79.3	1.9	-0.1	-249.3	0.5	-18.2	10.3
COc1cc(C(=O)N2CCC(NC(=O)C(Cc3ccc(C)cc3)NC(C)=O)CC2)cc(OC)c1OC (stereo not drawn)	17.2	8.8	-25.9	8.0	-8.6	0.1	0.0	20.3	3.7	10.2	17.4
O=C(C=Cc1cccc(Cl)c1)c1ccccc1	-11.7	-228.0	45.2	-13.2	-20.7	x	0.2	101.9*	-3.8	5.3	23.8
CN1OC[C@@H]2CN(Cc3ccc(Cl)cc3)[C@H](c3ccc(N4CCCCC4)cc3)C[C@@H]21	20.2	5.5	-7.7	x	8.7	x	-0.5	16.0	1.8	-23.4	33.2
CN(Cc1ccccc1)C(=O)c1cccc(NC(=O)Cc2cccc(NC(=O)C3CCN(C(=O)C4CC4)CC3)c2)c1	7.0	-10.3	-1.0	-1.8	1.4	x	-0.1	-2.6	0.3	6.5	19.3
Cc1ccc(C2(C)NC(=O)N(CC(=O)Nc3cc(S(=O)(=O)N(C)C)ccc3C)C2=O)cc1 (stereo not drawn)	-6.8	12.9	15.0	3.6	7.0	-2.5	-0.1	10.0	-0.5	-0.7	-1.6
Cc1nc(SCC(=O)N2CCC(C(N)=O)CC2)n[nH]1	6.5	0.6	6.3	2.0	6.7	1.3	-0.1	-4.9	-1.9	-4.0	13.1
COc1ccccc1N(CC(=O)N1CCCCC1C)S(=O)(=O)c1ccc(Cl)cc1 (stereo not drawn)	-3.0	3.2	-8.1	x	0.2	x	0.1	1.2	2.1	4.1	-18.7
O=[N+]([O-])c1ccc(C2=Nc3cc(Cl)ccc3OC2)cc1	-49.0	-200.8	3.5	-2.5	-76.6	-1.7	0.4	-203.8	-2.3	-5.0	-29.5
COc1ccc(S(=O)(=O)N2CCOCC2)cc1NC(=O)CNC(=O)c1cccs1	-9.3	13.6	-0.5	3.8	-1.8	2.8	0.0	-8.2	-0.3	11.2	-4.7
O=C(CSc1nc2ccccc2s1)Nc1ncccn1	-20.2	-7.4	1.6	15.4	0.0	4.1	-0.3	7.3	1.7	6.2	-10.7
O=c1cc(O)c2sc3nc(C(F)(F)F)c4c(c3c2[nH]1)CCCCC4	0.2	9.7	-0.2	0.0	0.8	-27.5	-0.2	-6.6	-1.8	-1.0	9.6
COc1cc(NC(=O)CCCSc2nc(-c3ccco3)cc(C(F)(F)F)n2)cc(OC)c1OC	14.8	8.8	32.4	6.3	24.3	1.5	0.1	20.1	-3.5	-10.5	8.2

Reprinted from the part before: 5 entries; new compounds follow.
SMILES	NR2E3 ag-1	HIF-2a block	TWEAK-Fn14 inh	MITF TRPM1 inh	Shn3 inh set2	NR2E3 ag-2	aDG glyco act	Peg3 promoter	hiPSC survival	KKLEB tox	CF NFkB block
O=[N+]([O-])c1ccc(C2=Nc3cc(Cl)ccc3OC2)cc1	-49.0	-200.8	3.5	-2.5	-76.6	-1.7	0.4	-203.8	-2.3	-5.0	-29.5
COc1ccc(S(=O)(=O)N2CCOCC2)cc1NC(=O)CNC(=O)c1cccs1	-9.3	13.6	-0.5	3.8	-1.8	2.8	0.0	-8.2	-0.3	11.2	-4.7
O=C(CSc1nc2ccccc2s1)Nc1ncccn1	-20.2	-7.4	1.6	15.4	0.0	4.1	-0.3	7.3	1.7	6.2	-10.7
O=c1cc(O)c2sc3nc(C(F)(F)F)c4c(c3c2[nH]1)CCCCC4	0.2	9.7	-0.2	0.0	0.8	-27.5	-0.2	-6.6	-1.8	-1.0	9.6
COc1cc(NC(=O)CCCSc2nc(-c3ccco3)cc(C(F)(F)F)n2)cc(OC)c1OC	14.8	8.8	32.4	6.3	24.3	1.5	0.1	20.1	-3.5	-10.5	8.2
CCCCN(CC)CCNC(=O)c1cc2c(=O)[nH]c3ccccc3c2n1C	-20.0	19.4	-5.8	-21.3	-8.2	-2.0	0.3	14.6	1.1	-16.6	0.9
CCOc1ccc(N2C(=O)CC(N3CCc4ccccc43)C2=O)cc1 (stereo not drawn)	-22.9	16.2	5.7	-3.0	0.6	-0.9	-0.2	-9.4	-1.1	3.7	20.9
NC1(C(=O)O)CCCCC1c1ccccc1 (stereo not drawn)	7.4	13.9	-4.7	1.2	23.7	x	0.2	14.1	-2.6	-5.5	14.7
CCN(c1ccccc1)S(=O)(=O)c1ccc2c(c1)C(C)(C)C(=O)N2C	3.9	8.6	-4.1	x	7.3	3.0	0.1	4.8	-0.8	-5.3	18.4
Cc1ccc2c(c1)N(CC(=O)N(Cc1ccc3c(c1)OCO3)CC1CCCO1)C(=O)C(C)O2 (stereo not drawn)	-5.2	13.7	0.9	2.0	10.2	1.0	0.8	26.1	-0.9	-1.3	-8.2
COc1cccc(CC(=O)OC(C)C(=O)Nc2ccc(N3CCOCC3)cc2)c1 (stereo not drawn)	-20.1	-20.9	12.6	-6.0	-18.0	-4.8	0.0	-18.9	-0.4	10.9	-0.6
CCC(C)c1c(O)nc(SCC(=O)N2CCOCC2)[nH]c1=O (stereo not drawn)	34.3	-2.5	15.8	4.3	-2.7	3.4	-0.3	5.6	0.6	-10.5	7.1
Cc1ccc(S(=O)(=O)N2CCC(C(=O)OC(C)C(=O)N(C)c3ccccc3)CC2)cc1C (stereo not drawn)	25.0	-0.6	11.9	10.1	-35.8	0.6	-0.1	27.4	-0.6	-17.2	-1.7
Fc1ccc(-c2nc3ccc(Br)cn3c2Cc2cccc(Cl)c2)cc1	-21.5	-64.8	-25.2	x	7.0	x	0.3	-11.2	2.6	-16.6	8.4
Cc1ccccc1-c1nc2ccccc2o1	-25.9	-50.5	-15.1	-55.2	-28.6	-3.5	-0.2	-30.2	-1.7	8.1	-2.4
CCOc1ccc(CSCCNC(=S)Nc2ccccc2)cc1	4.8	10.8	10.7	1.1	4.7	0.0	0.4	27.0	-3.1	-11.5	32.4
CN(Cc1ccccc1)C(=O)c1cc(=O)[nH]c2ccccc12	-9.2	12.2	-9.8	5.9	-3.4	8.1	-0.1	11.2	0.1	6.1	-20.9
Cc1ccc(NC(=O)c2scc3c2CCCC3)cc1	-161.3	-243.2	-16.8	-99.3	-48.3	-3.6	0.0	-294.4	0.6	-2.0	2.5
CC1CC(C)CN(S(=O)(=O)c2ccc(F)c(C(=O)Nc3ccc(Cl)cc3F)c2)C1 (stereo not drawn)	-21.0	1.7	-4.8	-5.4	-1.4	2.0	-0.2	15.0	-1.1	12.5	10.7
Cn1c(=O)c2nc(Cl)c(-c3ccccc3)nc2n(C)c1=O	-13.9	7.8	10.2	4.6	-0.8	2.3	0.0	12.7	7.1	-1.9	-51.6
CCc1ccc(/C(C)=N/NC(=O)c2ccc(-n3cnnn3)cc2)cc1	-5.4	8.0	2.1	-23.4	-18.0	3.4	0.5	16.6	0.4	13.8	-5.5
CN1CCC(NC(=O)c2cccs2)CC1	-7.6	1.0	-0.6	21.2	-3.4	1.8	-0.1	11.9	2.4	1.2	0.4
COc1ccc(S(=O)(=O)NCC2CCCO2)cc1C(=O)O (stereo not drawn)	10.0	17.8	9.5	-7.6	20.4	3.0	0.3	2.1	-0.6	3.8	0.0
COc1ccc(CNC(=O)CSc2nc3nc(C)cc(C)n3n2)cc1	9.9	4.9	-0.5	1.1	-2.3	-0.6	-0.1	1.8	1.7	-1.5	-1.1
CCCC(=O)c1cc2cc(Cl)ccc2oc1=O	0.8	9.6	2.1	-4.5	-7.8	0.8	-0.2	-6.3	-0.8	-0.7	6.7
Cc1ccccc1C(=O)N[C@H](C(=O)Nc1ccc(Cl)c(Cl)c1)C(C)C	-16.2	-17.5	7.2	7.1	-7.7	2.2	0.0	-13.4	1.1	-9.5	-12.1

Printed as active in Peg3 promoter, among the entries above:
SMILES	NR2E3 ag-1	HIF-2a block	TWEAK-Fn14 inh	MITF TRPM1 inh	Shn3 inh set2	NR2E3 ag-2	aDG glyco act	Peg3 promoter	CF NFkB block
O=C(C=Cc1cccc(Cl)c1)c1ccccc1	-11.7	-228.0	45.2	-13.2	-20.7	x	0.2	101.9*	23.8
